Anthrax LF prot: inhibitors of Bacillus anthracis lethal factor protease; actives 0.12% (n = 360,000); multiplex microsphere protease cleavage assay, LF; P15917; inhibition, % at 10 µM; also: plate controls were buffer without enzyme for full effect and enzyme alone for no effect
Target sequence (P15917 whole entry, looked up): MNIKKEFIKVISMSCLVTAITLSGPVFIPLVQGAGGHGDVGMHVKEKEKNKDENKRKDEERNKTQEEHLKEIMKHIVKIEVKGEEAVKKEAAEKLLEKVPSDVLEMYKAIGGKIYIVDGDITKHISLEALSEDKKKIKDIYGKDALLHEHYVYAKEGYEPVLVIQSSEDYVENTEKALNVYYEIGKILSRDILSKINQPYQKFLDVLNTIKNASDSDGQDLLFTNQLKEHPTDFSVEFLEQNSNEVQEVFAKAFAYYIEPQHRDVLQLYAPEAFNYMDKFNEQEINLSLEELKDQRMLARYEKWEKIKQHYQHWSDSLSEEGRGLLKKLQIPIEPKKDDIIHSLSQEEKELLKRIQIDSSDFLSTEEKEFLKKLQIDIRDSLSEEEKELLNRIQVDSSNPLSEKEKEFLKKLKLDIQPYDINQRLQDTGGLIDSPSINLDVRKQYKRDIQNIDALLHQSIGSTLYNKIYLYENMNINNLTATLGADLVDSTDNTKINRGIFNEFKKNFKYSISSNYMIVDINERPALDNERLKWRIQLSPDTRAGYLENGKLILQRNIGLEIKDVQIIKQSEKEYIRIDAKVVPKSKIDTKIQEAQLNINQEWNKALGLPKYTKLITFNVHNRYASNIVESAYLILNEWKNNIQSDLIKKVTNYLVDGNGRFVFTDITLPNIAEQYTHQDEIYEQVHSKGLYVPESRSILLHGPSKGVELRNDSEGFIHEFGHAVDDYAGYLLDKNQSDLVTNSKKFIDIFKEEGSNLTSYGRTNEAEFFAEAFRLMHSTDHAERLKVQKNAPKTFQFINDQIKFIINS
BH1578 lux ind: quorum light induction in luxS cqsA deficient V. cholerae | actives 0.16% (n = 350,000) | activation, % at 18.7 µM | V. cholerae BH1578 lux reporter, luminescence, 6 h | AID 588436; in the data active = activation mostly above about 9.7%, no sharp cut-off; also: not every result past the cut was called active; inactives centre near 0; reference of the scale not given here
SARS 3CLpro inh: SARS-CoV 3CLpro protease inhibition; AID 1706; recombinant SARS-CoV 3CLpro, quenched FRET peptide cleavage; inhibition, % at 6 µM; actives 0.14% (n = 290,000); P0C6X7; in the data active = inhibition above about 12%
Yp Topo-I inh: Y. pestis Topo-I inhibition via cleavage products; Y. pestis Topo-I cleavage product accumulation, plate reader; activity, % at 10 µM; actives 0.064% (n = 360,000); AID 504884; in the data active = activity above about 50%, passing the limit was not always enough; also: inactives centre near 2
BoNT-A LC inh2: inhibitors of Botulinum neurotoxin A light chain protease; inhibition, % at 10 µM; multiplex microsphere protease substrate cleavage, flow cytometry; actives 0.17% (n = 360,000); also: plate controls were buffer without enzyme for full effect and enzyme alone for no effect
PfHsp40 rescue: restores yeast growth despite PfHsp40 toxicity | growth rescue, % at 12.5 µM | AID 504582 | S. cerevisiae expressing PfHsp40, growth rescue, ATP luminescence | actives 0.68% (n = 340,000); in the data active = growth rescue above about 28%, passing the limit was not always enough;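 also: yeast W303a lacking pdr1 and pdr3 grown in galactose medium; growth measured after three days at 30 °C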
TcdB inh: TcdB glycohydrolase inhibition; P18177; TcdB glycohydrolase enzymatic assay, plate reader; inhibition, % at 9.99 µM; actives 0.24% (n = 350,000); AID 652162; in the data active = inhibition above about 10%
PrPC TRFRET: cell surface PrPC inhibition, primary TR-FRET screen; P04156; TR-FRET read-out; inhibition, % at 13.8 µM; actives 0.43% (n = 370,000); in the data active = inhibition above about 24%; also: 0% = median of the test wells and 100% = reference compound wells
PriA SSB inh: inhibitors of Klebsiella pneumoniae PriA binding to SSB C-terminal tail; AlphaScreen SSBct-PriA binding, biotinylated peptide; inhibition, % at 33 µM; actives 0.6% (n = 430,000); AID 1272365; in the data active = inhibition mostly above about 37%, no sharp cut-off; inactive = mostly below about 20%;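 also: plate controls were negative control peptide for no effect and reference peptide for full effect; strong numbers were not always called active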
The depositor's hits bear a star; i = inactive; . = no result given. Rule as the data show it, unless noted: active = inhibition above about 30%; inconclusive = no clear call, values can overlap the other calls; inactive = below that.

SMILES	Anthrax LF prot	BH1578 lux ind	SARS 3CLpro inh	Yp Topo-I inh	BoNT-A LC inh2	PfHsp40 rescue	TcdB inh	PrPC TRFRET	PriA SSB inh
COc1ccc(-c2nn(-c3ccccc3)cc2/C=C/C(=O)N(C)CC(=O)Nc2cccc(F)c2)cc1OC	-7	i	.	8	-0.1	3.4	1.7	-1	0
Cc1nn(CCO)c2ncc(C(=O)c3cc(Cl)ccc3O)cc12	-10	-0.2	2	-5	0.4	-0.7	1.6	2	-4
COc1cc(OC)c2c(c1)OC(=O)CC2c1ccc(C)cc1 (stereo unspecified)	-5	-1.1	.	-2	-0.6	0.9	-0.5	3	-8
CN1CCN(Cc2cc(=O)oc3cc4c(cc23)CCC4)CC1	2	-3.7	-5	-10	0.7	-0.9	.	-9	-16
Cc1cccc(C(=O)NCC(=O)OCC(=O)c2ccc(Br)s2)c1	-3	i	.	8	4.3	-0.4	0.9	12	-15
CCC(C)(C)NC(=O)c1ccc2c(c1)OCCO2	2	-0.9	-2	5	-0.5	-1.3	-0.8	5	-7
CN(C)c1ccc(S(=O)(=O)N2CCCCC2)cc1NC(=O)C1CSC2(C)CCC(=O)N12 (stereo unspecified)	.	0.6	.	10	.	0.1	-1.1	14	6
Oc1c(Cl)c(Cl)c2ncccc2c1Cl	0	.	.	1	-0.2	-1.1	0.6	-10	-1
O=C1COC(c2ccccc2)=CN1Cc1ccccc1	2	1.3	.	10	-0.7	0.8	-0.5	-5	-6
CC(C)=C(NC(=O)c1ccccc1)C(=O)N/N=C/c1ccc(O)cc1	0	-1.4	2	-16	1.5	0.6	.	-3	.
CCN(CC)CCN(Cc1cc2cc3c(cc2[nH]c1=O)OCCO3)C(=O)NC1CCCCC1	2	.	-3	6	-0.1	1.6	.	-7	4
O=C(Oc1cccc2c(O)cccc12)c1ccccc1	-1	i	7	-5	0.0	12	.	-12	4
CN=C(Nc1cc(Cl)ccc1Cl)SC1CC(=O)N(c2ccc(C(=O)OC)cc2)C1=O (stereo unspecified)	1	3.6	3	1	0.3	7.3	.	-4	-19
CC1CCCN(C(=O)C2CCN(c3ncnc4c3nc3n4CCCCC3)CC2)C1 (stereo unspecified)	0	i	-2	2	-2.1	0.6	0.7	6	-11
COc1cccc(CN2CCN(C3CCN(c4ccccc4C)CC3)CC2CCO)c1 (stereo unspecified)	0	0.5	3	11	0.2	0.4	0.4	-2	-4
Cc1nnc(SCC(=O)N(C)Cc2ccccc2)[nH]c1=O	-3	-2.9	0	-6	-0.2	-0.6	.	0	-13
Cc1ccc(CN2CC(C(=O)Nc3ccc(C)c(S(=O)(=O)N4CCCCC4)c3)CC2=O)cc1 (stereo unspecified)	16	-0.3	.	14	0.9	-0.1	0.4	3	6
CCOC(=O)N1CCC(NC(=O)CCc2nc(-c3ccccc3F)no2)CC1	-2	i	-2	0	-0.2	-1.0	.	-3	-11
COc1ccc(OCC(=O)O/N=C(\N)Cc2cccs2)cc1	-1	-0.1	3	1	-1.1	0.9	-0.4	11	i
CCCN(CCC)S(=O)(=O)c1ccc(C(=O)Nc2nnc(-c3cccc(OC)c3)o2)cc1	-4	-0.3	5	14	-2.3	-2.0	-0.3	-3	-7
O=C(NCCc1ccccc1F)N[C@@H](Cc1ccccc1)C(=O)O	-2	0.9	-7	10	-0.4	0.9	1.9	1	-5
Cc1c(-c2ccc(Cl)cc2Cl)nc2ccccc2c1C(=O)NCCN1CCOCC1	0	-0.2	5	3	0.7	0.0	-0.8	-1	-4
COCCCN1CN(S(=O)(=O)c2ccc(Cl)cc2)c2nc3ccccc3nc21	-5	i	0	31	-0.7	1.2	.	8	4
O=C(NC1(C(F)(F)F)NC(=O)N(Cc2cccnc2)C1=O)c1ccncc1 (stereo unspecified)	-1	-0.4	1	-8	-0.5	0.4	0.1	-3	13
CCn1cc(S(=O)(=O)Nc2cccnc2)cn1	2	-0.1	0	-2	2.4	-0.6	0.5	-2	-18

Overlap with the part before: 4 entries; new compounds follow.
SMILES	Anthrax LF prot	BH1578 lux ind	SARS 3CLpro inh	Yp Topo-I inh	BoNT-A LC inh2	PfHsp40 rescue	TcdB inh	PrPC TRFRET	PriA SSB inh
Cc1c(-c2ccc(Cl)cc2Cl)nc2ccccc2c1C(=O)NCCN1CCOCC1	0	-0.2	5	3	0.7	0.0	-0.8	-1	-4
COCCCN1CN(S(=O)(=O)c2ccc(Cl)cc2)c2nc3ccccc3nc21	-5	i	0	31	-0.7	1.2	.	8	4
O=C(NC1(C(F)(F)F)NC(=O)N(Cc2cccnc2)C1=O)c1ccncc1 (stereo unspecified)	-1	-0.4	1	-8	-0.5	0.4	0.1	-3	13
CCn1cc(S(=O)(=O)Nc2cccnc2)cn1	2	-0.1	0	-2	2.4	-0.6	0.5	-2	-18
CC1CCCN(S(=O)(=O)c2ccc(NC(=O)CN3C(=O)NC(C)(c4ccccc4)C3=O)cc2)C1 (stereo unspecified)	-1	0.6	.	8	-1.1	0.0	0.9	0	2
O=C(COc1ccc(Cl)cc1)N1CCN(C2CCCC2)CC1	1	-0.3	-2	7	1.6	1.7	0.5	0	1
CCn1c(CO)nc2c1c(=O)[nH]c(=O)n2Cc1ccccc1	-20	-8.3	3	-5	1.8	-1.5	1.5	0	-9
CC1CCN(CC[C@H]2CCCN2S(=O)(=O)c2cccc(O)c2)CC1	-6	3.0	.	1	0.2	-1.7	0.6	-2	-11
Cc1nc(Nc2ccccc2F)c2oc3ccccc3c2n1	-2	i	0	16	-2.0	0.7	0.8	10	-8
Cc1cc(-n2c(C)cc(C(=O)COc3ccc([N+](=O)[O-])cc3)c2C)no1	-8	-0.1	-1	5	-0.3	-1.1	0.6	-8	5
O=C(c1ccc(Cl)cc1)c1cnc2ccccn12	-1	i	1	9	-0.2	0.4	.	-2	-11
COc1ccc(CNC(=O)CN(C)S(=O)(=O)c2ccccc2)cc1	-6	0.0	-1	-1	-0.2	-1.1	0.7	-5	4
CN(C)CCNC(=O)Nc1ccc(F)cc1F	2	i	-1	5	-0.2	-0.7	0.3	-7	-5
CC(C)Oc1ccc(Oc2ccc(C(F)(F)F)cn2)cc1	-3	-14	10	5	-1.6	8.1	.	3	-33
CCc1ccc(NC(=O)N(C2CCC(C)CC2)C2CCN(C(C)=O)CC2)cc1 (stereo unspecified)	-1	-3.2	-5	3	-1.6	-0.2	.	-2	-13
O=C(C[C@H]1C[C@H](C(=O)N2CCOCC2)[C@@]2(CCC3CCCC3)c3[nH]c4cc(-c5ccco5)ccc4c3CCN2C1=O)NCc1cccc(C(F)(F)F)c1	-7	-1.0	.	23	-0.1	-1.8	2.2	-3	-15
NCCn1c(-c2ccccc2)cc(C(=O)O)c1-c1ccccc1F	-3	-2.8	2	8	-0.1	-0.4	0.1	4	-4
Fc1ccc(Nc2nc(-c3ccncc3)nc3ccccc23)cc1	-2	-0.2	-1	-2	0.2	1.5	.	-10	-13
O=C(CSc1ccccc1)N1CCC(N2CCC(C(=O)N3CCCC3)CC2)CC1	0	-0.5	4	2	-1.7	-1.2	-0.9	5	-5
COC(=O)[C@H](C)NC(=O)Nc1ccc(OC(F)(F)F)cc1	2	i	4	-14	-0.4	-0.7	.	-1	-4
CCCCCCCC(=O)C(C)C(=O)N(C)[C@H](Cc1ccc(OC)cc1)C(=O)N(C)[C@H](C(N)=O)C(C)C (stereo partly specified)	4	-0.7	.	42	-0.2	-1.0	0.5	4	-6
CC(C)c1ccc(C(O)P(=O)(OC2CCCCC2)OC2CCCCC2)cc1 (stereo unspecified)	-9	-0.4	2	13	-8.4	.	0.5	-11	-9
O=C(CN1C(=O)CCC1=O)Nc1ccc(Cc2ccc(NC(=O)CN3C(=O)CCC3=O)cc2)cc1	-3	-0.3	3	-2	-1.0	0.3	2.5	3	-2
CCN(Cc1cnn(C)c1)C(=O)c1cc(COc2cc(C)c(Cl)c(C)c2)on1	0	-0.3	6	45	-2.4	-0.2	0.8	7	-3
Cc1ccc(/C=C2/SC(=S)N(CC(=O)Nc3ncc(Cc4ccc(C)cc4)s3)C2=O)cc1	-1	1.4	3	5	0.7	0.2	.	-3	-18
O=C(Nc1nc(-c2ccccn2)cs1)c1ccco1	2	-1.5	7	-7	-2.7	43*	-4.5	19	49*
CSc1nc(C)c(CCOC(=O)c2cccc(C)c2)c(=O)[nH]1	0	-0.4	1	11	0.2	0.6	.	-1	-16
COc1ccc(-c2cc(C(F)(F)F)nc(SCC(=O)NCCCN3CCOCC3)n2)cc1	0	-0.2	1	-9	-0.5	-0.4	0.8	2	-4
CC1CCC(CC(=O)O)(C(=O)O)CC1 (stereo unspecified)	0	i	.	3	-0.5	-2.5	1.2	-6	1

(more compounds)
SMILES	Anthrax LF prot	BH1578 lux ind	SARS 3CLpro inh	Yp Topo-I inh	BoNT-A LC inh2	PfHsp40 rescue	TcdB inh	PrPC TRFRET	PriA SSB inh
COC(=O)c1cc(NC(=O)c2cc(-c3ccccc3Cl)oc2C(F)(F)F)ccc1N1CCOCC1	3	-0.4	4	-5	1.1	0.2	0.3	10	1
CCN(C(=O)COC(=O)C1CCN(S(=O)(=O)c2ccc(C)c(C)c2)CC1)C1CCCCC1	-4	-0.8	.	27	-0.2	1.6	1.1	-4	1
Cn1c(=O)c2ncn(C)c2n(C)c1=O	-3	-1.6	.	-1	0.5	-1.2	1.2	-2	-5
CCCCC(C(=O)NC(C)(C)C)N(Cc1ccco1)C(=O)c1snc(C(N)=O)c1N (stereo unspecified)	-1	-2.1	-2	13	0.4	1.2	.	-8	7
Cc1nc2sc(C(=O)O)c(N)c2c2c1COC(C)(C)C2	0	-2.9	1	-13	2.6	2.0	.	-3	-1
CC1CCN(C(=O)c2ccc(NC3=C(Cl)C(=O)N(Cc4ccccc4)C3=O)cc2)CC1	0	5.6	.	-7	-0.6	0.1	-4.3	1	-10
Cc1ccc(NC(=O)COC(=O)CCc2nc3ccccc3c(=O)[nH]2)c(Br)c1	1	i	0	-10	1.5	-0.1	1.0	-1	1
Cc1nn(-c2ccccc2)c(C)c1-c1nnc(C(F)(F)F)o1	0	0.9	-3	1	-1.5	-1.1	-0.6	5	-6
Cc1cc(S(=O)(=O)NC2CCCCC2)ccc1-n1cnnn1	2	-0.2	-1	5	-1.1	-1.3	0.5	7	-1
O=C(COC(=O)Cc1cccc(C(F)(F)F)c1)NC(=O)NC1CCCC1	-2	3.4	.	22	1.9	3.3	2.5	2	-3
COc1ccc(NC(=O)[C@H](C)NC(=O)[C@@H]2Cc3ccccc3CN2C(=O)OC(C)(C)C)cc1	0	i	-5	3	1.6	-0.4	-11	16	-7
CNC(=S)/N=C/NOCc1ccc(Cl)cc1Cl	-4	-0.2	7	-11	-0.5	15	2.1	36*	.
Cc1ccc2nc(SCC(=O)N(CC(C)C)c3c(N)n(Cc4ccccc4)c(=O)[nH]c3=O)[nH]c2c1	2	0.4	9	15	0.1	0.9	0.7	-1	0
COc1ccc(CCNC(=O)c2ccccc2OCc2ccccc2)cc1	-2	i	7	34	-2.8	8.6	0.1	-7	-28
Cc1nnsc1-c1nnc(SCC(=O)c2ccc(C#N)cc2)n1C1CC1	-3	-0.3	1	3	0.2	0.0	2.1	-9	-7
O=C(CSc1nc(-c2ccccc2)nc2c1CCCC2)N1CCOCC1	-3	i	-5	29	0.1	-0.8	.	-3	-5
COc1ccc(CCNC(=O)c2cc(C3CC3)on2)cc1OC	-7	-0.3	-5	1	-0.7	4.9	1.4	2	-10
O=C(Nc1cccc(F)c1)C1CCN(S(=O)(=O)c2cnc[nH]2)CC1	0	i	4	-4	-0.8	-0.7	1.1	5	-1
CC1CCN(C(=S)NC2CCCCC2)CC1	-3	-3.1	-1	3	0.3	0.8	.	4	2
CN(Cc1c(F)cccc1Cl)C(=O)C1=CC=CN2CCS(=O)(=O)N=C12	-4	0.4	.	4	1.1	-0.9	0.4	2	-13
COc1ccc(OCC(=O)Nc2ccc(N3CCOCC3)cc2)cc1	-16	-1.6	5	-6	0.2	-0.8	2.1	2	-3
CCN(CC)c1cccc(OC(=O)c2cccnc2Cl)c1	-1	-0.2	0	19	0.7	0.5	0.3	3	-5
CC1C(=O)N(Cc2cn(CC3CCCCC3)nn2)CCS(=O)(=O)N1Cc1ccc(-c2ccc(Cl)cc2)cc1 (stereo unspecified)	0	-0.4	.	-2	0.1	.	.	.	.

Not all compounds are listed (hit frequency here may not be typical).
